# From PubChem BioAssay
# CFTR F508del cor: correctors of CFTR F508del function in bronchial epithelial cells; AID 720511; CFBE cells, YFP halide quenching; stimulated with forskolin plus potentiator P3; % fluorescence drop versus neutral controls; 0.36% of 350,000 active; activity (quench increase), % at 7.58 µM;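 active = mean added fluorescence quench of at least 8% versus neutral control, with both replicates also reaching 8%; inconclusive = only one of the mean or replicate conditions met; inactive = mean below 8% and not both replicates reaching 8%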;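 note: cells transiently co-express mutant CFTR-F508del with the halide-sensitive YFP; corrector assay measuring rescue of mutant channel to the surface after 24 h compound exposure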
# SIRT5 block: blocks human SIRT5 desuccinylation of peptide | Q9NXA8 | Purified SirT5, succinyl-peptide AMC, trypsin-coupled fluorescence | inhibition, % at 15 µM | 1.1% of 330,000 active | AID 652115; in the data active = inhibition above about 15%; inconclusive = no clear call, values can overlap the other calls
# Target sequence (Q9NXA8 whole entry, looked up): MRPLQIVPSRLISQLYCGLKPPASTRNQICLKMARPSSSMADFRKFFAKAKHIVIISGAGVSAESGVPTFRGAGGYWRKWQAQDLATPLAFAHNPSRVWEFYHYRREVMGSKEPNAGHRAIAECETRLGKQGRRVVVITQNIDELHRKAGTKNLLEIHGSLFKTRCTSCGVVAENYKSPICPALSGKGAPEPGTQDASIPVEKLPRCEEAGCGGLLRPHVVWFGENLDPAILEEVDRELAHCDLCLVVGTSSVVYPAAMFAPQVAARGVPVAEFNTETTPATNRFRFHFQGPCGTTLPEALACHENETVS
# CASP6 VEID inh: caspase-6 (human) enzyme inhibition; P55212; purified caspase-6, Z-VEID-R110 cleavage fluorescence; inhibition, % at 12.5 µM; 0.53% of 350,000 active;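 active = mean inhibition across replicates at least about 35%, with every replicate also reaching that limit, limit read from the data; inconclusive = only one of the two criteria met; inactive = neither criterion met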;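 note: 0% = median of neutral control wells and 100% = no fluorescence left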
# Target sequence (P55212 24-179 limits assumed): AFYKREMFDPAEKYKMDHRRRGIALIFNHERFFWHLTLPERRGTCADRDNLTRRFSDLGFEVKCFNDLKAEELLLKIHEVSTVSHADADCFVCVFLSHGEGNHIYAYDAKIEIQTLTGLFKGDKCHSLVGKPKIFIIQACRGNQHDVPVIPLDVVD
# Target sequence (P55212 194-293 limits assumed): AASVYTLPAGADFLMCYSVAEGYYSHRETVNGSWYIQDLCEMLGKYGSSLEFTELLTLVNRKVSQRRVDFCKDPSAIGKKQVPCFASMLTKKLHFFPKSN
# DENV2 CPE: protects cells from dengue virus 2 cytopathic effect; AID 651640; 1.7% of 350,000 active; CPE inhibition, % at 9.99 µM; DENV2-infected cells, cytopathic effect rescue, plate reader; in the data active = CPE inhibition above about 20%, passing the limit was not always enough; inconclusive = no clear call, values can overlap the other calls; tested in BHK-21 cells;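 note: 0% = median of neutral control wells and 100% = median of positive control wells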
# ERp5 block: ERp5 (human) disulfide isomerase inhibition. AID 651711. 0.05% of 350,000 active. inhibition, % at 9.99 µM. ERp5 insulin aggregation, absorbance 650 nm, 90 min;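 active = mean replicate inhibition above about 25%, with every replicate also reaching it, limit read from the data, passing the limit was not always enough; inconclusive = only one of those two criteria met; inactive = neither criterion met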
# Target sequence (Q15084 whole entry, looked up): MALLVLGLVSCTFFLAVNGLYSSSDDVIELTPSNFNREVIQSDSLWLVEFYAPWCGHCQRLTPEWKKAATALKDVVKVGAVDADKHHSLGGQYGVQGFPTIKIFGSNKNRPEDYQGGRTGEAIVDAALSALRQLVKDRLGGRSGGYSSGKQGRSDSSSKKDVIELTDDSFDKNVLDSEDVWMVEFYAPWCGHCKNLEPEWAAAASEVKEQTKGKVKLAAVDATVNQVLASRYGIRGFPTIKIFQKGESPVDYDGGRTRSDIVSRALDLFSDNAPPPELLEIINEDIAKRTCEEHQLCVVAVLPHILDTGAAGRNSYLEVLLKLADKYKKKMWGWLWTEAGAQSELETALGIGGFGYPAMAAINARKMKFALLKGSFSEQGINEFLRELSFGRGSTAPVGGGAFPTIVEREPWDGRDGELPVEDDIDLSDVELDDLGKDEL
# ERAP1 HTS inh: blocks human ERAP1 aminopeptidase activity; Q9NZ08; recombinant ERAP1, Leu-AMC fluorescence, 60 min; inhibition, % at 10.7 µM; 0.15% of 340,000 active; AID 652197;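 active = mean replicate inhibition of at least 30%, or all replicates individually reaching that 30% level; inactive = mean below 30% and not every replicate reaching it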;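 note: 0% = neutral control wells and 100% = L-leucinethiol positive control wells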
# miR122 inh: inhibitors of miR-122 in Huh7 cells | Huh7 miR-122 Renilla luciferase sensor, 48 h; neutral wells = 0, positive control = 100 | AID 602342 | 0.3% of 340,000 active | activation (reporter increase), % at 12.5 µM;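 active = mean replicate activation score at least 90 and every replicate individually at or above 90; inconclusive = only one of the two criteria met; inactive = neither criterion met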;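 note: higher luciferase means less miR-122 activity so hits act as miR-122 inhibitors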
# Numbers without * were called inactive; ? = inconclusive; · = not tested or not shown; [ ] = remark or other dose.
SMILES,CFTR F508del cor,SIRT5 block,CASP6 VEID inh,DENV2 CPE,ERp5 block,ERAP1 HTS inh,miR122 inh
CO[C@@H]1CN(C)C(=O)c2ccc(NS(=O)(=O)CC(F)(F)F)cc2OC[C@H](C)N(Cc2nccs2)C[C@@H]1C,-0.9,-0.4,-1.0,-2.0,-0.1,1.9,·
C[C@H](CO)N1C[C@H](C)[C@H](CN(C)C(=O)c2ccccc2F)Oc2ncc(C#CC(C)(C)O)cc2C1=O,-1.5,1.5,0.0,-4.1,-0.3,-2.4,4.4[16.7 µM]
O=C(NC1CCCCC1)C(c1ccc(C(F)(F)F)cc1)n1c(=O)c(-c2ccccc2)nc2ccccc21 (configuration not stated),-0.6,0.7,6.4,6.4,10.0,0.6,·
O=C(C[C@H]1C=C[C@H](NC(=O)C2CCOCC2)[C@H](CO)O1)Nc1ccccc1,0.4,-0.3,3.3,-3.0,1.9,-2.4,·
O=C(O)c1ccc(N2C(=O)C3C4c5ccccc5C(Br)(c5ccccc54)C3C2=O)cc1 (configuration not stated),-1.8,0.2,-3.8,2.8,8.4,5.1,·
CCCN(C)C[C@@H]1OCCCC[C@@H](C)Oc2ccc(NC(=O)CCC(F)(F)F)cc2C(=O)N([C@H](C)CO)C[C@@H]1C,-0.8,6.6,-1.3,-0.4,1.3,0.5,5.2[16.7 µM]
O=S1(=O)N[C@@H](Cc2ccccc2)COc2cc(Br)ccc21,3.6,-2.9,9.1,-2.8,1.6,-1.5,-0.2
Cc1noc(C)c1NC(=O)N(C)C[C@@H]1Oc2ccc(NC(=O)Cn3cnnn3)cc2C(=O)N([C@@H](C)CO)C[C@H]1C,1.1,-11.3,19.3,2.6,0.0,2.9,2.0[16.7 µM]
COc1cc2c(c(O)c1OC)C1Cc3ccc(OC)c(OC)c3CN1CC2 (configuration not stated),5.9,0.8,1.6,-11.9,-3.6,-0.9,-3.4
Cc1cccc(C)c1NC(=O)NC1(C(=O)N2CCOCC2)CCCCC1,0.6,-2.9,-1.8,3.2,-3.8,10.1,-1.6
CCCNC(=O)N(C)C[C@@H]1Oc2ncc(-c3ccc(C(=O)N(C)C)cc3)cc2C(=O)N([C@H](C)CO)C[C@H]1C,-0.3,-6.5,-0.3,-10.0,-1.1,1.3,-0.8[16.7 µM]
Cc1nn(C)cc1S(=O)(=O)Nc1ccc(C(F)(F)F)cc1,-5.9,-2.7,-3.0,?,-2.1,-4.9,·
CCN(CC)c1ccc(NC(=O)COC(=O)CCC(=O)c2cccs2)cc1,-0.2,1.6,0.4,0.8,7.4,5.0,·
Fc1ccc(C2Nc3cccc4cccc(c34)N2)cc1,1.4,-2.4,1.6,-1.7,2.2,-1.3,9.6
CCOC(=O)c1c(NC(=O)CSc2nc3ccccc3[nH]2)sc2c1CC(C)(C)NC2(C)C,2.5,0.8,-11.7,-2.0,-0.8,4.4,-8.2
CCCOc1ccc(CCCN=C(N)N)cc1Cl,-2.0,-4.1,3.9,12.5,-4.9,·,-8.5
COc1cccc(C2c3[nH]c4ccccc4c3C[C@H]3C(=O)N(c4ccccc4C(=O)NCCCN4CCOCC4)C(=O)N23)c1 (some centres not stated),2.3,-3.6,2.6,-9.8,1.6,0.5,-8.2
COc1ccc(C)c2sc(N(CCN(C)C)C(=O)c3ccc(S(=O)(=O)N(C)c4ccccc4)cc3)nc12,-2.5,·,0.8,-5.3,-4.6,0.0,-3.6
CCN(CC)c1ccc(C2Nc3cccc4cccc(c34)N2)c(O)c1,-1.3,0.3,3.1,·,5.1,0.6,3.4
CCC(=O)N1[C@H](C(=O)OC)[C@@H](CO)[C@@H]2Cn3c(ccc(/C=C/c4ccccc4)c3=O)[C@@H]21,-1.7,-73.9,-1.6,-3.2,8.9,-131.4,2.6[16.7 µM]
CC(C)(C)OC(=O)C[C@H]1C/C=C\C[C@H](CC(=O)NCCO)C(=O)NC[C@@H](c2ccccc2)OC1=O,-1.6,·,2.1,-22.0,5.9,-4.4,·
OC[C@@H]1[C@@H](c2ccc(C#CC3(O)CCCC3)cc2)[C@@H]2CN(Cc3ccncc3)CCCCN12,0.1,1.3,0.3,-11.1,8.9,1.1,-3.3[16.7 µM]
CC1(C)SC(=S)N(/N=C/c2cccnc2)C1N(O)C(=O)NC1CCCCC1 (configuration not stated),0.0,-2.8,0.7,-0.8,-0.9,5.4,·
Cn1c(Cc2ccccc2)nnc1SCC(=O)Nc1ccc(N2CCOCC2)cc1,3.2,3.7,2.1,10.8,-0.6,-0.9,26.6
CC(C)CC(c1nnnn1Cc1ccc(F)cc1)N1CCC(C(N)=O)CC1 (configuration not stated),2.6,-2.1,-0.4,3.5,-0.3,-1.7,12.1

# Ordered by value in ERp5 block (high to low): 3 of the compounds above.
molecule	CFTR F508del cor	SIRT5 block	CASP6 VEID inh	DENV2 CPE	ERp5 block	ERAP1 HTS inh	miR122 inh
Cn1c(Cc2ccccc2)nnc1SCC(=O)Nc1ccc(N2CCOCC2)cc1	3.2	3.7	2.1	10.8	-0.6	-0.9	26.6
CCOC(=O)c1c(NC(=O)CSc2nc3ccccc3[nH]2)sc2c1CC(C)(C)NC2(C)C	2.5	0.8	-11.7	-2.0	-0.8	4.4	-8.2
CCCOc1ccc(CCCN=C(N)N)cc1Cl	-2.0	-4.1	3.9	12.5	-4.9	·	-8.5

# Going on with the list.
SMILES,CFTR F508del cor,SIRT5 block,CASP6 VEID inh,DENV2 CPE,ERp5 block,ERAP1 HTS inh,miR122 inh
COc1ccccc1-c1cn(CC[C@@H]2CC[C@@H](NC(=O)c3cnccn3)[C@H](CO)O2)nn1,1.2,2.2,-2.4,0.9,1.1,-1.0,·
O=c1[nH]nc(-c2ccc(NCCCO)c([N+](=O)[O-])c2)c2ccccc12,5.0,2.5,·,1.0,-0.4,2.1,-5.2
COc1ccc(OC)c(C(=O)c2coc3ccc(O)c(CN(C)C)c23)c1,1.1,-3.4,1.5,?,3.9,-4.6,-5.2
CO[C@H]1CN(C)C(=O)c2cc(NC(C)=O)ccc2OC[C@@H](C)N(Cc2ccncc2)C[C@H]1C,-1.8,-2.3,·,5.4,8.7,3.0,4.8[16.7 µM]
Cc1ccc(S(=O)(=O)N2CCCCC2)cc1C(=O)N1CCCCCC1,-3.1,-6.6,-1.4,-2.4,-1.7,-0.2,12.7
C[C@H]1CN([C@@H](C)CO)C(=O)c2cc(NS(C)(=O)=O)ccc2O[C@@H]1CN(C)C(=O)NC1CCCCC1,-2.8,3.1,-2.3,6.1,12.6,0.1,-4.4[16.7 µM]
O=C(C[C@@H]1C[C@@H]2c3cc(NC(=O)Nc4ccccc4)ccc3O[C@@H]2[C@@H](CO)O1)NCc1ccccc1,0.9,·,-1.8,5.8,-2.1,-5.3,-6.7[16.7 µM]
COc1ccc(C(=O)NC(=S)NNC(=O)COc2ccccc2)cc1,-0.5,0.6,-0.8,-8.8,2.5,3.4,·
CCCN1[C@H](C(=O)OC)[C@@H](CO)[C@@H]2Cn3c(ccc(-c4cccc(C(=O)N(C)C)c4)c3=O)[C@@H]21,-2.3,10.5,3.4,3.8,10.5,-1.8,·
Cc1cc(-c2ccccc2)nc2oc3c(c12)NC(=O)CN(c1ccccc1)C3=O,-5.0,-2.9,6.5,?,3.0,-0.9,1.1
CCOc1ccccc1NC(=O)COC(=O)c1cc(C)oc1C,-4.1,0.7,0.3,3.2,-4.0,-0.1,·
CCC(=O)N1CC[C@@H]2[C@H]1c1cc(-c3ccc(OC)cc3)ccc1N(C)[C@H]2CO,-0.3,4.5,0.8,-13.6,-2.2,2.7,-2.0[16.7 µM]
CC(C)c1ccc(C2CC(=O)c3cnc(NC(=O)c4ccco4)nc3C2)cc1 (configuration not stated),-2.4,0.1,10.1,5.9,·,-2.6,-0.5
O=C(NCc1cccc(Cl)c1)c1ccc2nc(N3CCOCC3)sc2c1,1.1,-2.0,0.5,·,3.5,-4.6,12.0
O=C1CC(/C=C/c2cccnc2)=Nc2ccccc2N1,-1.7,3.2,2.8,?,-0.1,3.4,3.0
C[C@@H]1CCCCO[C@H](CN(C)Cc2ccccc2)[C@@H](C)CN([C@H](C)CO)C(=O)c2cc(NS(=O)(=O)c3ccccc3)ccc2O1,1.9,2.4,-0.4,7.0,-2.7,0.6,18.1[16.7 µM]
Cc1noc(C)c1NC(=O)Nc1ccc2c(c1)C(=O)N([C@@H](C)CO)C[C@H](C)[C@@H](CN(C)Cc1ccccc1)OCCCC[C@H](C)O2,0.7,4.9,0.8,-2.2,0.0,3.7,17.7[16.7 µM]
COc1ccc(CCNC(=O)C2CC(c3cccc(F)c3)=NO2)cc1 (configuration not stated),-1.2,·,-1.3,19.5,2.0,-2.9,-3.0
CC(C)N(C(=O)Nc1ccc2nsnc2c1)C(C)C,0.2,4.9,99.6*,-2.5,1.5,-0.6,·
COc1ccc(C(C(=O)Nc2ccc(F)cc2)N2CCN(CC(=O)N3CCCC3)CC2)cc1 (configuration not stated),1.5,-0.6,-0.9,1.7,-3.2,·,·
CC(C)C[C@H](NC(=O)c1cc2cc(Cl)ccc2n1C)C(=O)N1CCC[C@H]1C(=O)O,0.2,·,5.0,-10.2,5.0,·,-2.4
COCCn1cnc2c1c(=O)n(CC(=O)OCC#N)c(=O)n2Cc1ccccc1,-0.6,-3.9,-3.7,?,13.0,-0.9,·
Cc1noc(C)c1S(=O)(=O)Nc1ccc2c(c1)C(=O)N([C@H](C)CO)C[C@H](C)[C@H](CN(C)CC1CC1)OCCCC[C@H](C)O2,-0.9,·,·,-1.9,·,·,-1.1[16.7 µM]
C=CCN=C1NC(c2cccc(Cl)c2)C(C(=O)OC)=C(C)N1C (configuration not stated),5.3,·,-3.1,0.3,0.6,0.6,·
CC(C)C12CN3CC(C(C)C)(CN(C1)C3(C)C)C2=O,0.2,-0.4,0.0,-2.7,4.5,4.7,-27.3

# Continuation:
SMILES,CFTR F508del cor,SIRT5 block,CASP6 VEID inh,DENV2 CPE,ERp5 block,ERAP1 HTS inh,miR122 inh
Cc1ccccc1-c1oc(C)c(C)[n+]1[O-],0.2,1.3,0.3,-4.7,-8.1,-1.1,·
c1ccc(C(NCCNC(c2ccccc2)c2ccccc2)c2ccccc2)cc1,1.3,-5.2,-4.1,-2.3,1.3,-1.9,18.9
O=C(NCc1ccccc1)C(C1CC1)n1c(=O)c(-c2ccco2)nc2ccccc21 (configuration not stated),-0.3,-4.3,5.3,3.4,0.0,-23.4,·
CC[C@@H](NC(=O)Cn1cc(C)c(=O)[nH]c1=O)c1ccccc1,-6.6,-1.1,1.8,1.9,1.2,-5.5,-2.2
CC(C)NC(=O)N[C@@H]1CC[C@H](CC(=O)NCCN2CCCC2)O[C@@H]1CO,1.4,1.7,2.3,-4.7,-5.4,0.1,·
COc1ccc(N=C2C(=Nc3ccc(OC)cc3)N(c3ccc(OC)cc3)C(=S)N2c2ccccc2)cc1,2.0,-1.2,-3.7,13.1,-5.7,-3.2,·
O=C(Nc1nccs1)c1cncc(Br)c1,0.0,-1.2,0.9,-3.9,2.0,1.8,2.4
CC(C)c1ccc(S(=O)(=O)NC2CCCC2)cc1,1.5,6.1,4.2,-6.2,-5.1,-2.9,51.5
CN(NC(=O)c1ccccc1)c1ncc(C(F)(F)F)cc1Cl,-34.2,6.8,1.5,?,0.4,-0.7,-3.9
C[C@H](CO)N1C[C@H](C)[C@H](CN(C)S(=O)(=O)c2ccc(Cl)cc2)Oc2ccc(NS(=O)(=O)c3ccc(Cl)cc3)cc2CC1=O,-1.4,5.0,2.0,12.8,-1.3,-2.4,15.9[16.7 µM]
COCCNC(=O)c1cc(C)ccc1C,-1.7,-2.8,-1.4,-4.4,3.3,-1.6,-1.2
Cc1ccc(-c2ccc3c(c2)O[C@@H](CN(C)C(=O)CN(C)C)[C@@H](C)CN([C@@H](C)CO)S3(=O)=O)cc1,-0.9,-1.3,-0.1,-3.3,-1.8,1.1,-7.1[16.7 µM]
O=C(CSc1ccc(Cl)cc1)NC1CC1,3.7,·,0.0,0.1,-9.4,-6.4,-2.7
O=C(COc1coc(CN2CCc3ccccc3C2)cc1=O)Nc1ccc(F)cc1F,1.9,0.2,-3.2,?,0.3,-2.7,·
Cc1cc(C)cc(NC(=O)C2CCCN(c3nc(C)cc(C)n3)C2)c1 (configuration not stated),0.4,-1.1,-0.4,-2.5,-5.8,3.3,7.7
O=C(NCC1CCCO1)/C(=C/c1ccccc1)NC(=O)c1ccccc1 (configuration not stated),-2.7,1.0,-2.7,0.1,0.9,-2.7,-0.4
